PGE2 EP2 inh: EP2 receptor (human) inhibition; 0.52% of 260,000 active; AID 1422; P43116; inhibition, % at 25 µM; C6 glioma cells expressing human EP2, cAMP TR-FRET; cells stimulated with saturating PGE2;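 active = percent inhibition above 40 after rounding to a whole number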;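 also: rat C6 glioma host cells with rolipram phosphodiesterase inhibitor present; the protocol text gives 20 µM as final concentration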
Target sequence (P43116 whole entry, looked up): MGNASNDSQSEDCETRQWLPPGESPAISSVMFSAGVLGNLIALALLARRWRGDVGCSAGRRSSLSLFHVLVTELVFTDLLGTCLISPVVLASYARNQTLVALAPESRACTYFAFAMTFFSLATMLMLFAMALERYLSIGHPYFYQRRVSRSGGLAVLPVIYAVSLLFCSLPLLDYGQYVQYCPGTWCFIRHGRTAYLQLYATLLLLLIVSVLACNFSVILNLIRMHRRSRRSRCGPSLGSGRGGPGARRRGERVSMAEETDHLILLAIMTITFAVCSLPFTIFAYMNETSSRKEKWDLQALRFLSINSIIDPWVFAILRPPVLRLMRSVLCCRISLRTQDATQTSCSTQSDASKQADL
m-calpain inh: blocks pig calpain II enzyme activity; inhibition, % at 16 µM; AID 1236; purified calpain II, fluorogenic peptide substrate, 30 min; 0.37% of 220,000 active;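 active = inhibition above about 50%, limit read from the data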
Hck Nef HTS: blocks Nef-activated human Hck kinase. P08631. Recombinant Hck-YEEI plus Nef, Z-Lyte FRET kinase assay. 0.68% of 220,000 active. inhibition, % at 20 µM;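 active = Hck-Nef kinase inhibition above about 50%, limit read from the data; inactive = inhibition below that limit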;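 also: 0% = DMSO with Hck plus Nef and 100% = Hck alone without Nef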
14-3-3 Bad inh: disrupts binding of bovine 14-3-3 zeta to phospho-Bad peptide; TR-FRET 14-3-3zeta/Dy647-pBad peptide displacement, 1 h; inhibition, % at 21.7 µM; 0.71% of 220,000 active;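 active = inhibition above about 70%, limit read from the data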;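 also: 0% = full 14-3-3 plus peptide FRET controls and 100% = background without 14-3-3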
Target sequence (P63103 whole entry, looked up): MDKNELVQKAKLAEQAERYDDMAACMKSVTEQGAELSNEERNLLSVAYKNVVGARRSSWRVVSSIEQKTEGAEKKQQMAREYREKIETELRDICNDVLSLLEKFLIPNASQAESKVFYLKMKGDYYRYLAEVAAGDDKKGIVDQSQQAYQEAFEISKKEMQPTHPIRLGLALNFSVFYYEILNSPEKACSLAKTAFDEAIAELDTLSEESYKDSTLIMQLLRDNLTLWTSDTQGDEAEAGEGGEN
L929 necroptosis: L929 zVAD cell death inhibition; AID 1377; L929 zVAD necroptosis rescue, ATP luminescence, 24 h; with zVAD 60 µM; viability rescue, % at 10 µM; 0.38% of 220,000 active;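 active = activation, scaled between plate controls, above about 75%, limit read from the data; inactive = activation under that limit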;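 also: 0% = zVAD with DMSO and 100% = DMSO alone without zVAD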
Rad51 HR inh: blocks human Rad51 in homologous recombination. AID 1385. 0.085% of 200,000 active. inhibition, % at 10 µM. hRad51 DNA strand exchange, fluorescence dequenching. Q06609;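 active = inhibition above 40% at the single screening dose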;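 also: 0% = DMSO control wells and 100% = blanks with heterologous ssDNA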
Target sequence (Q06609 whole entry, looked up): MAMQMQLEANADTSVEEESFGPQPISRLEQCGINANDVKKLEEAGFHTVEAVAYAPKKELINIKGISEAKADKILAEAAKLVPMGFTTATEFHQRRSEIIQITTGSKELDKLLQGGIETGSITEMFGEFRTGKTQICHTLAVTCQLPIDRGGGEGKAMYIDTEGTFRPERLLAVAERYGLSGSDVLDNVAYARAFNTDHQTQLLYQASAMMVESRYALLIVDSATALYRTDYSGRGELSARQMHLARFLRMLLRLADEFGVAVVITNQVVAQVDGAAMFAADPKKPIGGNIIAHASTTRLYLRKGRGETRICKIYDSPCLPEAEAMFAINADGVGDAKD
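System: hRad51 filaments on single-stranded DNA; reagent: Fluorescein- and BHQ1-tagged 47-mer duplex; compound dosing: one concentration, 10 µM final; timing: filaments 15 min 37 °C, then compound 30 min; measured by: fluorescein emission 520 nm, excitation 485 nm; benchmarks: per-plate controls and blanks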
Tb hexokinase: blocks Trypanosoma brucei hexokinase 1 activity. recombinant TbHK1, G6PDH-coupled NADH A340. inhibition, % at 10 µM. 0.11% of 220,000 active. AID 1430;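 active = inhibition of 50% or more in the single-dose primary screen; inactive = inhibition below 50%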
EP2 modulator: EP2 receptor (human) modulation; P43116; EP2-expressing cells, cAMP HTRF FRET, PGE2 co-stimulation; induction, % at 25 µM; 0.83% of 260,000 active; AID 940;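 active = compounds whose cAMP rise, as percent of the full-agonist control response, exceeds 60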;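 also: rat C6 glioma line stably carrying human EP2 under a CMV promoter; the protocol text gives 20 µM as final concentration; 100% = response of wells given 1 µM PGE2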
eIF4E 4G PPI: blocks eIF4E binding to eIF4G | TR-FRET eIF4E-eIF4GI(517-606) binding, 2 h | inhibition, % at 21.7 µM | 0.37% of 220,000 active;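 active = inhibition above about 30%, limit read from the data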;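 also: 0% = full FRET control wells and 100% = background wells lacking eIF4GI fragment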
Active calls of the source: *; i = inactive; nt = not tested or not shown; & = joins results of further samples; [ ] = remark or other dose. A portion of the library; rates above refer to the full screens.

structure | PGE2 EP2 inh | m-calpain inh | Hck Nef HTS | 14-3-3 Bad inh | L929 necroptosis | Rad51 HR inh | Tb hexokinase | EP2 modulator | eIF4E 4G PPI
CCCNC(=O)Cn1sc2nc(C)cc(C)c2c1=O | 13 | -27 | -43 | 7 | 0.4 | -13 | 4 | -21 | 1
CC(C)(C)SCCNC(=O)CN(c1ccc(F)c(Cl)c1)S(C)(=O)=O | 10 | -9 | -1 | -3[fluorescence artefact?] | 0.3 | -7 | 6 | 22 | 1
CN(C)c1cc[n+](CC(=O)N2CCCc3ccccc32)cc1 | 5 | 8 | 5 | -1 | 4.2 | -10 | 0 | 0 | 0
COC(=O)c1cc(NC(C)=O)ccc1N1CCOCC1 | 7 | -3 | 19 | -9 | 0.6 | -3 | -6 | 3 | 1
O=C(NC1CCN(C(=O)Nc2ccccc2Cl)CC1)c1ccccc1 | 4 | -5 | 24 | 0 | 0.6 | 2 | -3 | -35 | -8
N#C/C(=N\Nc1ccccc1)C(N)=S | 6 | 9 | -37 | 8 | -0.1 | -7 | -14 | 9 | 6
Cc1noc(C)c1COc1ccc(CC(=O)NC2CCCCCC2)cc1 | 4 | -105 | 1 | 16 | 23 | -10 | 0 | -27 | -6
CC(=O)c1cc(-c2ccccc2)n(CC(=O)NC(C)(C)C)c1C | 5 | 22 | 24 | -10 | -0.1 | 0 | -2 | 5 | -3
O=C(CCn1cccc1)Nc1cccc(F)c1 | 17 | -22 | -2 | -1 | -0.2 | -5 | -3 | 3 | 2[fluorescence artefact?]
Cc1nnc(SCC(=O)NCc2ccccc2)[nH]c1=O | 12 | -42 | -15 | -14 | 0.5 | -7 | 17 | 31 | 4
CC1(C)CC(=O)CC(=Nc2ccc3[nH]c(=O)[nH]c3c2)C1 | 8 | 23 | -2 | -10 | 2.9 | 9 | -16 | 28 | 3
COc1ccccc1Nc1cc(C(=O)N2CCc3ccccc3C2)c2ccccc2n1 | 5 | -80 | 9 | -3 | 1.4 | 5 | -10 | 35 | 2
COc1cccc(NC(=O)CNC(=O)c2ccc(OC)c(OC)c2)c1 | 5 | -12 | 17 | -5 | -0.5 | -2 | -3 | 0 | 3
COc1c2ccc(C(=O)NCCCCc3ccccc3)cc2nn1C | 10 | -272 | -2 | 10 | -0.3 | -1 | 0 | -31 | -3
COc1cc(/C=C2\SC(=S)N(N3CCOCC3)C2=O)ccc1O | 2 | 24 | 12 | 8 | -0.4 | 7 | -6 | -2 | -7
O=C(Nc1cc(C(F)(F)F)ccc1N1CCOCC1)c1c(F)c(F)c(F)c(F)c1F | nt | 11 | 18 | 1 | -1.1 | nt | -2 | -17 | 2
CN(C)Cc1nc2c(c(=O)[nH]1)C(C)(C)Cc1ccccc1-2 | 16 | 2 | -18 | -2[fluorescence artefact?] | 0.6 | -8 | -1 | -1 | 4
CCOC(=O)C1=NOC2C3CC(C12)C1C(=O)N(CCc2ccc(OC)c(OC)c2)C(=O)C31 (stereo not drawn) | 7 | -22 | 19 | 0 | -0.5 | 0 | -1 | 32 | -2
CC(C)CC(=O)NC(=S)Nc1ccc(N2CCN(C(=O)c3cccs3)CC2)cc1 | 6 | 15 | 7 | 1 | -0.2 | 11 | -7 | -8 | 4
O=C(Cn1cc(SCc2ccc(F)cc2)c2ccccc21)N1CCOCC1 | 2 | -5 | 1 | 1 | -0.3 | 5 | -2 | -7 | -2
O=C(c1sc2ccccc2c1Cl)N(Cc1ccccc1)C1CCS(=O)(=O)C1 (stereo not drawn) | 4 | 0 | 0 | -7 | 0.4 | 1 | 0 | 10 | 1
O=C(Cn1c(C(F)(F)F)nc2ccccc21)c1ccc(Cl)cc1 | 4 | 28 | -2 | -1[fluorescence artefact?] | -0.2 | 1 | 2 | -21 | -2
O=C1c2ccccc2NC(c2ccc(O)cc2)N1Cc1ccco1 (stereo not drawn) | 10 | i | 3 | -12[fluorescence artefact?] | 1.1 | -6 | -11 | 7 | 4
CC(=O)NNc1ncnc2c1cnn2-c1ccc(C)c(C)c1 | 4 | 8 | 23 | -7 | 0.4 | -1 | 0 | -48 | -3
O=C(CSc1nnc2scc(-c3ccc(Cl)cc3)n12)NCc1ccco1 | 0 | -14 | 4 | 2 | -2.1 | 0 | -3 | -9 | 3
CCOC(=O)C1CCN(c2cc(C)nc3ccc(OC)cc23)CC1 | 3 | 16 | 15 | -7 | -0.8 | 12 | -6 | -9 | -1
CCOC(=O)COc1cccc2c(=O)n(CC(=O)NCCc3ccccc3)ccc12 | 11 | -14 | -4 | 3[fluorescence artefact?] | nt | 5 | -4 | 24 | 3
CC(C)Cc1nnc(NS(=O)(=O)Cc2ccccc2)s1 | 6 | 5 | 1 | 6 | -0.2 | 1 | 0 | 9 | -3
COc1cc2c(C(=O)N3CCN(c4ccccc4F)CC3)cn(C)c(=O)c2cc1OC | 7 | -11 | 3 | -2 | 1.9 | -4 | -8 | 8 | 5
COc1ccc(CNC(=O)CSc2ccc(Br)cc2)cc1OC | 10 | 8 | 0 | 2 | -0.4 | 1 | 1 | 15 | -7
CC1=C(C(=O)Nc2ccccc2)C(c2ccc3c(c2)OCO3)C2=C(CCCC2=O)N1 (stereo not drawn) | 5 | -157 | -7 | 10 | 1.1 | 3 | -13 | 5 | -3
O=C(NC1CCCCCC1)c1nc2ncccn2n1 | 10 | -8 | 1 | 9 | 2.2 | nt | 0 | 11&-13 | 2
CCOC(=O)CN(C(=O)CSc1nnc(CNc2ccc(C)cc2C)o1)c1ccccc1 | 6 | 19 | 0 | -1 | -0.5 | -1 | -1 | 2 | -1
CCN(CC)S(=O)(=O)c1ccc(C(=O)Oc2ccc3c(c2)OCO3)cc1 | 11 | -24 | -1 | 5[fluorescence artefact?] | 0.0 | -3 | 0 | 20 | -7[fluorescence artefact?]
Cc1nn(Cc2ccc(Cl)cc2)c2sc(C(=O)O)cc12 | 2 | -8 | -16 | -12 | 4.0 | 22 | 0 | 35 | -4
CCOC(=O)c1ccc(NC(=O)CN2C(=O)CCC2=O)cc1 | 19 | 16 | -7 | -13 | 0.4 | 0 | 6 | 14 | 1
C/C(=N/NC(=O)Cc1c(C)[nH][nH]c1=O)c1ccc(O)cc1 | 1 | -2 | 0 | -9[fluorescence artefact?] | 2.3 | 0 | -4 | 28 | 4[fluorescence artefact?]
COc1ccc(N(Cc2cc3ccccc3[nH]c2=O)S(C)(=O)=O)cc1 | 12 | 7 | -2 | -4 | nt | nt | -14 | 5 | 2[fluorescence artefact?]
CC(C)NC(=O)c1cc(-c2ccco2)on1 | 3 | -18 | -1 | -15 | 0.0 | -9 | -5 | 30 | -7
CC(=O)Nc1ccc(-c2nnc(SCC(=O)NCc3ccco3)n2C)cc1 | 13 | -57 | 2 | -2 | 0.3 | -8 | -5 | -10 | 4[fluorescence artefact?]
Cc1ccc(C)c(N2CCN(S(=O)(=O)c3ccc4c(c3)OCCO4)CC2)c1 | 2 | 12 | 0 | -7 | 0.3 | -1 | 4 | -41 | -2
O=C(COC(=O)c1oc2ccccc2c1COc1ccccc1)NCCN1C(=O)CSC1=O | 3 | -17 | 4 | 6 | 0.4 | 10 | -4 | -14 | -6
CC1CC(C)CN(C(=O)C2CCC(CNc3c(N4CCCCC4)c(=O)c3=O)CC2)C1 (stereo not drawn) | 9 | -14 | 22 | -8 | 0.0 | 15 | -3 | 27 | -6
COC(=O)C(C(=O)Nc1ccccc1C)C1CCCC1 (stereo not drawn) | 11 | -2 | 1 | -1 | 1.7 | 6 | 1 | 26 | 2
CCOC(=O)COc1ccc2ccccc2c1/C=C/[N+](=O)[O-] | 37 | -8 | 9 | -8 | 0.4 | 5 | 0 | -33 | 2
CCCCN(C(C)=O)C1CC(=O)N(c2ccc(OCCC)cc2)C1=O (stereo not drawn) | 9 | -21 | 13 | 1 | 0.2 | 24 | -6 | 19 | 1
Cc1ccc(C)n1-c1cccc(NC(=O)c2ccccc2)c1 | 17 | 17 | 0 | -4 | 0.0 | nt | 0 | -60 | -1
Cn1c(=O)c2c(nc(SCCCC#N)n2Cc2ccccc2F)n(C)c1=O | 6 | -7 | 9 | 9 | 0.4 | -9 | -1 | 2 | -5
COC(=O)C(C)C1Sc2ccccc2NC1=O (stereo not drawn) | 2 | 6 | 2 | -5[fluorescence artefact?] | -0.5 | 3 | -3 | 22 | 5
CCOC(=O)N1CCN(C(=O)c2oc3ccc(S(=O)(=O)N4CC(C)CC(C)C4)cc3c2C)CC1 (stereo not drawn) | 9 | -2 | 1 | 4 | 0.5 | 1 | -9 | 22 | -9

Compound profiles (already shown):
`C/C(=N/NC(=O)Cc1c(C)[nH][nH]c1=O)c1ccc(O)cc1` is entered as PGE2 EP2 inh = 1; m-calpain inh = -2; Hck Nef HTS = 0; 14-3-3 Bad inh = -9[fluorescence artefact?]; L929 necroptosis = 2.3; Rad51 HR inh = 0; Tb hexokinase = -4; EP2 modulator = 28; eIF4E 4G PPI = 4[fluorescence artefact?]
`Cc1ccc(C)c(N2CCN(S(=O)(=O)c3ccc4c(c3)OCCO4)CC2)c1` is entered as PGE2 EP2 inh = 2; m-calpain inh = 12; Hck Nef HTS = 0; 14-3-3 Bad inh = -7; L929 necroptosis = 0.3; Rad51 HR inh = -1; Tb hexokinase = 4; EP2 modulator = -41; eIF4E 4G PPI = -2
`CCOC(=O)N1CCN(C(=O)c2oc3ccc(S(=O)(=O)N4CC(C)CC(C)C4)cc3c2C)CC1` (stereo not drawn) is entered as PGE2 EP2 inh = 9; m-calpain inh = -2; Hck Nef HTS = 1; 14-3-3 Bad inh = 4; L929 necroptosis = 0.5; Rad51 HR inh = 1; Tb hexokinase = -9; EP2 modulator = 22; eIF4E 4G PPI = -9

Later entries.
structure | PGE2 EP2 inh | m-calpain inh | Hck Nef HTS | 14-3-3 Bad inh | L929 necroptosis | Rad51 HR inh | Tb hexokinase | EP2 modulator | eIF4E 4G PPI
CNC(=O)CS(=O)(=O)CC(=O)Nc1cc(OC(C)C)c(Cl)cc1Cl | 5 | -9 | -1 | -10 | 0.4 | 32 | 0 | -4 | 3
COc1ccccc1OC(C)c1nnc(SCC(=O)Nc2c(C)n(C)n(-c3ccccc3)c2=O)n1-c1ccccc1 (stereo not drawn) | 6 | -18 | 0 | -2 | 0.1 | 0 | -6 | 11 | 0
Cc1ccc(-c2c(C(=O)O)c(C(=O)O)c3n2CCC3)cc1 | 12 | -7 | 23 | 1 | 5.0 | -369 | 0 | 35 | 1
CCN(CC)S(=O)(=O)c1cccc(NC(=O)CSc2nc3ccccc3[nH]2)c1 | 1 | 9 | 22 | -14 | 3.7 | -3 | 0 | -16 | 1
COc1cc2c(cc1OC)CN(C(=O)Cc1ccc(OC)c(S(=O)(=O)N3CCOCC3)c1)CC2 | 16 | -20 | 4 | -14[fluorescence artefact?] | 0.1 | 3 | 5 | 19 | 3[fluorescence artefact?]
CC(C)(C)c1ccc(NC(=O)Cn2cnc3cc([N+](=O)[O-])ccc3c2=O)cc1 | 6 | -46 | 20 | -14 | 75 | 3 | 0 | -8 | 2
COc1ccc(NC(=O)N/C=C/c2ccco2)cc1 | 4 | -34 | 34 | -13 | 2.2 | -11 | 2 | 30 | 1
CCc1nc(N2CCN(C(=O)c3ccccc3)CC2)c(C#N)c2c1COC(C)(C)C2 | 14 | nt | 2 | nt | -0.8 | 7 | -15 | nt | nt
CCOC(=O)N1CCN(C(=S)NC2CCCC2)CC1 | 4 | 19 | 7 | -1 | -0.1 | nt | -3 | 13 | -1

High-throughput results: PubChem BioAssay, several laboratories
